CHRM1 agonist – human M1 muscarinic receptor agonism | P11229 | CHO-K1 hM1, Fluo-8 calcium fluorescence, agonist mode; 0% DMSO, 100% acetylcholine EC100 | activation, % at 3 µM | 0.33% of 360,000 active | AID 588814;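 active means activation above the run's mean compound activation plus 3 SD, cut at about 16% in these data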;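 further: peak over basal fluorescence ratio within a 140 s kinetic read after compound addition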
Target sequence (P11229 whole entry, looked up): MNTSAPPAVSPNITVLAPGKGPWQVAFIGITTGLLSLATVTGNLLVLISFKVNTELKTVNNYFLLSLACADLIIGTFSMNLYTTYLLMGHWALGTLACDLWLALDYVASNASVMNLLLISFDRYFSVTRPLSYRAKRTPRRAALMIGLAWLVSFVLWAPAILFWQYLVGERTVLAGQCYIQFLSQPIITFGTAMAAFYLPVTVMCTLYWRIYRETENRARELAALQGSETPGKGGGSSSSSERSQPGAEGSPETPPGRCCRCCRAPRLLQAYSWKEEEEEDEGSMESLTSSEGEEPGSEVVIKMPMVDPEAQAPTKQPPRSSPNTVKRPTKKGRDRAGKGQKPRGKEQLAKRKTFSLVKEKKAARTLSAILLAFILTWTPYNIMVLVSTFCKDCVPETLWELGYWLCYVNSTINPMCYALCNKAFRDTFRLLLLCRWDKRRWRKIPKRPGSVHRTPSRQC
CHO parental Ca – signal in parental CHO cells, OX1R antagonist counter-screen; inhibition, % at 5.6 µM; parental CHO-K1, ATP-induced calcium, Fluo-8 fluorescence; 0.63% of 330,000 active;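 active means inhibition above that plate's mean sample inhibition plus 3 SD, cut at about 26% in these data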;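 further: 0% = ATP-challenged DMSO wells and 100% = DMSO wells without ATP; some compounds past the cut are filed as inactive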
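Assay system: parental CHO cells; Read-out basis: percent inhibition of ATP-evoked calcium rise, normalized to controls; Benchmarks: ATP and no-ATP DMSO wells; Compound dosing: single nominal dose of 5.6 µM per compound; Signal: Fluo-8 calcium dye fluorescence; Also added: ATP as calcium-mobilizing challenge; Repeats: singlicate.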
CHRM4 antagonist – blocks acetylcholine activation of human M4 receptor. CHO-hM4 cells, ACh EC80, Fluo-8 calcium fluorescence. P08173. inhibition, % at 3 µM. 0.73% of 360,000 active;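 active means inhibition above its plate's cutoff, the mean inhibition of sample wells plus 3 SD, cut at about 27% in these data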;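 further: 0% = acetylcholine EC80 with DMSO and 100% = DMSO without agonist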
OXTR potentiator – human OXTR potentiation | 0.061% of 320,000 active | activation, % at 3 µM | CHO-OTR cells, Fluo-8 calcium fluorescence, potentiator mode; 0% = oxytocin EC15, 100% = EC100 | P30559;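 active means activation above that plate's cutoff, the mean activation of tested compounds plus 3 SD, cut at about 6.6% in these data, passing the limit was not always enough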;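 further: 100% uses oxytocin at 75 nM as the full agonist control; some results filed as inactive read as strong as hits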
Target sequence (P30559 whole entry, looked up): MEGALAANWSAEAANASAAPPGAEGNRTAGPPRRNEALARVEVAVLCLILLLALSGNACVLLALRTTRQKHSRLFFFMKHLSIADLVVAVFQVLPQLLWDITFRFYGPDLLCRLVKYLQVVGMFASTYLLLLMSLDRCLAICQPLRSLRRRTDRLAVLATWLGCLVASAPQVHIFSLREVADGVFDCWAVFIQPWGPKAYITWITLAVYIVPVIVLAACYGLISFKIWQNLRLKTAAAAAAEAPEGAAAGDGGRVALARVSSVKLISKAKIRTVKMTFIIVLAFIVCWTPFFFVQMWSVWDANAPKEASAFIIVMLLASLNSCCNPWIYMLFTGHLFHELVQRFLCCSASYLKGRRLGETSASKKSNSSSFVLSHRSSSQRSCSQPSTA
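test system = CHO-OTR cells, human receptor | compound = single-point 3.0 µM | schedule = 6 min compound pre-incubation at room temperature, 100 s kinetic read | signal = Fluo-8 no-wash calcium dye fluorescence, excitation 470-495 nm, emission 515-575 nm | repeats = single well per compound, singlicate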
CHO-K1 Ca antag – nonselective inhibitor or artifact in parental CHO-K1 cells | inhibition, % at 3 µM | 0.6% of 360,000 active | ATP-induced calcium, Fluo-8 fluorescence;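 active means inhibition above a per-plate cutoff, the plate's mean sample inhibition plus 3 SD, cut at about 24% in these data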;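 further: 0% = DMSO plus EC80 ATP and 100% = DMSO alone without ATP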
M1 antag – human CHRM1 antagonism. inhibition, % at 3 µM. AID 588852. CHO-K1 hM1, Fluo-8 calcium fluorescence, ACh EC80 antagonist. 1.3% of 360,000 active;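 active means percent inhibition above its own plate's cutoff, namely the mean of that plate's compound wells plus 3 SD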;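 further: peak over basal fluorescence ratio during 140 s after agonist addition; 0% = ACh EC80 plus DMSO and 100% = DMSO alone without agonist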
CHRM4 agonist – CHRM4 agonism in calcium assay; AID 624127; 0.14% of 360,000 active; CHO-K1 hM4/Gqi5, Fluo-8 calcium fluorescence; vehicle 0%, full acetylcholine response 100%; P08173; activation, % at 3 µM;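 active means activation above the run mean over all test wells plus 3 SD, cut at about 32% in these data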;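 further: peak over basal fluorescence ratio per well then scaled between controls; 0% = DMSO wells and 100% = acetylcholine at EC100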
CHO-K1 Ca ag – nonselective activator or artifact in parental CHO-K1 cells; Fluo-8 calcium fluorescence; scaled to maximal ATP response, vehicle zero; activation, % at 3 µM; 0.48% of 360,000 active; AID 602248; in the data active means activation above about 15%;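 further: untransfected CHO-K1 host cells lacking M1 receptor as counterscreen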
CHRM1 PAM – human CHRM1 positive allosteric modulation; AID 588819; 0.088% of 360,000 active; activation, % at 3 µM; P11229; CHO-K1 hM1, Fluo-8 calcium fluorescence, ACh EC20; 0% = ACh EC20, 100% = maximal ACh; in the data active means activation above about 19%, passing the limit was not always enough
Numbers without * were called inactive; . = no result given.

Start of the listing, in advance, 5 compounds:
Every second line gives: CHRM1 agonist	CHO parental Ca	CHRM4 antagonist	OXTR potentiator	CHO-K1 Ca antag	M1 antag	CHRM4 agonist	CHO-K1 Ca ag	CHRM1 PAM
Cc1cc(C(=O)OCC(=O)NCc2ccccc2)c(C)o1
 : -3	-10	-7	-18	-13	12	0	4.0	-1
Cc1ccsc1/C=C1\SC(N2CCOCC2)=NC1=O
 : -4	-16	-4	-12	-1	2	1	-0.3	3
COc1ccc(CNCC(O)(c2ccccc2)c2ccccc2)cc1
 : -7	-17	-19	-16	-3	12	6	3.3	-1
CC(C)CC1C(=O)N(Cc2cn(Cc3ccco3)nn2)CCS(=O)(=O)N1Cc1ccc(-c2ccccc2)cc1 (stereo not given)
 : -1	.	6	.	-5	-4	8	2.4	8
CCN1CCN(c2ccc(NC(=O)c3ccc(C#N)cc3F)cc2Cl)CC1
 : -8	-5	7	-5	8	54*	2	3.5	-27

The listing, repeating the preview:
Every second line gives: CHRM1 agonist	CHO parental Ca	CHRM4 antagonist	OXTR potentiator	CHO-K1 Ca antag	M1 antag	CHRM4 agonist	CHO-K1 Ca ag	CHRM1 PAM
Cc1cc(C(=O)OCC(=O)NCc2ccccc2)c(C)o1
 : -3	-10	-7	-18	-13	12	0	4.0	-1
Cc1ccsc1/C=C1\SC(N2CCOCC2)=NC1=O
 : -4	-16	-4	-12	-1	2	1	-0.3	3
COc1ccc(CNCC(O)(c2ccccc2)c2ccccc2)cc1
 : -7	-17	-19	-16	-3	12	6	3.3	-1
CC(C)CC1C(=O)N(Cc2cn(Cc3ccco3)nn2)CCS(=O)(=O)N1Cc1ccc(-c2ccccc2)cc1 (stereo not given)
 : -1	.	6	.	-5	-4	8	2.4	8
CCN1CCN(c2ccc(NC(=O)c3ccc(C#N)cc3F)cc2Cl)CC1
 : -8	-5	7	-5	8	54*	2	3.5	-27
O=C(C1CCCN(S(=O)(=O)c2cccc3nonc23)C1)N1CCN(c2ccccc2Cl)CC1 (stereo not given)
 : -6	-16	0	-13	-6	18	14	5.6	-2
Cc1ccc(-c2csc3nc(CN(C)Cc4ccccc4)[nH]c(=O)c23)cc1
 : -2	-4	-9	-3	-11	-4	4	1.8	1
CC(NC(=O)c1ccc(N)cc1)c1ccccc1 (stereo not given)
 : -2	11	-8	-15	-9	-13	1	0.4	10
Cc1cc(=O)[nH]c(N/N=C/c2c(O)n(-c3ccccc3)c(=O)c3ccccc23)n1
 : -5	-18	5	-5	3	1	1	0.6	7
COc1ccccc1OCCNC(=O)CN1C(=O)NC2(CCCCC2)C1=O
 : -2	-15	-7	4	-14	-8	1	-0.1	5
CCOC(=O)N1CCN(C(=O)CS(=O)(=O)Cc2nc(-c3ccccc3C)oc2C)CC1
 : 4	-23	0	-6	11	-18	9	1.7	7
CCn1c(CSc2nc3ccccc3s2)n[nH]c1=S
 : -5	-10	3	-3	-4	9	1	1.3	-5
COc1ccc2cc(S(=O)(=O)NCCCN3CCOCC3)ccc2c1
 : -2	-15	4	0	0	-8	2	0.9	9
COc1cccc(N2CCN(C(=O)C3CCN(S(=O)(=O)c4cccs4)CC3)CC2)c1
 : -9	-21	8	-3	-4	2	5	1.7	7
CCn1c(C)c(P(=O)(N2CCOCC2)N2CCOCC2)c2ccccc21
 : -8	-8	-5	-7	-16	-3	2	0.7	11
CSc1nc2[nH]c(=O)[nH]c2c(=O)[nH]1
 : -3	.	-13	.	-14	-13	1	0.4	3
COc1ccc(C(=O)NNC(=O)CSc2nnc(COc3ccc4ccccc4c3)n2C)cc1
 : -2	2	12	-1	4	-7	-1	-0.3	12
Cc1ccc2nc(-c3ccc(N4C(=N)SC5CS(=O)(=O)CC54)cc3)sc2c1 (stereo not given)
 : -5	-18	-6	-5	5	-5	3	0.4	2
Cc1cc(C)cc(NS(=O)(=O)c2ccc3[nH]cc(C(=O)N4CCc5ccccc54)c(=O)c3c2)c1
 : -10	-6	-2	-2	-12	-12	0	0.4	6
CCOC(=O)c1ccc2ncc(C(=O)OCC)c(NCc3ccco3)c2c1
 : -5	-13	-4	1	-5	6	1	1.0	-10
COc1ccc(C(=O)Nc2ccc(OCC(F)(F)C(F)F)c(C(F)(F)F)c2)cc1OC
 : -3	-3	-7	-9	-5	-18	5	0.8	1
CSc1nnc(C)c(/C=C/Nc2ccc(F)cc2)n1
 : -3	-2	2	-17	-6	2	0	0.2	0
O=C(c1cccc(NC2=NC3CS(=O)(=O)CC3S2)c1)N1CCN(c2cccc(Cl)c2)CC1 (stereo not given)
 : -1	-4	-17	-1	7	2	3	0.7	-6
CCc1nnc(NS(=O)(=O)c2ccc(N=Cc3c(C)[nH]n(-c4ccc(C)c(C)c4)c3=O)cc2)s1
 : -5	1	4	-1	14	-4	0	-0.3	6
O=c1[nH]c2cc(Cl)ccc2c(O)c1-c1cccc(Oc2ccccc2)c1
 : -3	17	-10	-1	1	-23	1	0.5	5
CCOc1cc(/C=N/NC(=O)c2ccncc2)ccc1OC(=O)c1ccc([N+](=O)[O-])cc1
 : -1	-11	-6	-21	4	1	10	1.3	1
CCOC(=O)C1CCN(C(=O)CCc2nnc3ccc(N4CCN(C)CC4)nn23)CC1
 : -5	-4	-14	-2	-12	-3	1	1.1	3
O=C(c1cc2ccccc2oc1=O)N(Cc1cccs1)C1CCS(=O)(=O)C1 (stereo not given)
 : -4	-13	-3	-7	-10	-5	1	-0.1	13
C=CCNC(=O)CSc1nc2scc(-c3ccco3)c2c(=O)n1CC=C
 : -4	-24	0	1	-7	0	2	2.4	-2
CCOc1ccc(C(=O)C(C)=O)c(OCC)c1
 : -10	0	0	-4	-15	1	0	0.3	5
C=CCn1c(=O)/c(=C\c2ccsc2)s/c1=C(/C#N)C(=O)NCCN1CCOCC1
 : -6	-13	0	0	0	-3	3	0.8	1
O=C(COc1ccc(Br)cc1)Nc1ccc(N2CCOCC2)cc1N1CCOCC1
 : -3	-8	-1	-2	-13	-2	1	0.0	-1
COc1ccc(NC(=O)CCOc2cc(C)ccc2C)cc1S(=O)(=O)N1CCCCC1
 : 4	-20	-10	-9	-9	-14	5	1.3	5
CCCCCC[n+]1c(-c2ccccc2)csc1Nc1ccccc1
 : -7	-23	-3	-10	-8	-12	0	11	7
COc1cccc(C(=O)Nc2ccc(N3CCN(Cc4ccccc4)CC3)cc2)c1
 : -2	-6	2	-19	-10	-10	6	2.6	-11
Cn1c(C(=O)NC2CCCCC2)cc2c(=O)n(C)c3ccccc3c21
 : -5	-17	-22	-2	-3	-5	8	2.8	-2
COC(=O)c1c(-c2ccccc2)[nH]c(-c2nccc3ccccc23)c1C(=O)OC
 : 1	.	1	.	-4	-8	2	1.0	3
Cc1sc(NC(=O)Cn2nc(C(F)(F)F)cc2C)c(C(=O)OC(C)C)c1C
 : -1	-25	17	-6	-13	-6	0	0.4	4
CC1CCc2nc(NC(=O)CN3CCN(c4ccc(F)cc4)CC3)sc2C1 (stereo not given)
 : -6	-18	-2	-4	-13	-5	-1	0.5	-2
Cc1ccc(S(=O)(=O)CCC(=O)Nc2nnc(-c3ccccc3S(C)(=O)=O)o2)cc1
 : -1	-17	-3	-3	7	3	1	0.4	1
CN(Cc1c(F)cccc1Cl)C(=O)c1cnc2ccccc2n1
 : -1	-4	-5	-12	-2	11	8	2.6	-6
COc1ccc(CCNS(=O)(=O)c2ccc(OC)c(OC)c2)cc1OC
 : 1	-6	5	1	-19	-15	0	0.8	12
NC(=O)c1ncn([C@@H]2O[C@H](CNCc3ccccc3OCc3ccc(Cl)cc3Cl)[C@@H](O)[C@H]2O)n1
 : -6	.	-8	.	-6	-6	0	0.1	3
CC1(C(=O)NS(=O)(=O)c2ccc(Br)cc2)CCN1C(=O)C1(c2ccccc2)CC1 (stereo not given)
 : -4	.	-16	.	-4	-13	0	0.1	6
CC(=O)c1ccc(NC(=O)CNCC(c2ccccc2)N(C)C)cc1 (stereo not given)
 : -6	-9	-10	-5	-10	2	4	0.9	0

Compounds listed so far containing bromine:
Every second line gives: CHRM1 agonist	CHO parental Ca	CHRM4 antagonist	OXTR potentiator	CHO-K1 Ca antag	M1 antag	CHRM4 agonist	CHO-K1 Ca ag	CHRM1 PAM
O=C(COc1ccc(Br)cc1)Nc1ccc(N2CCOCC2)cc1N1CCOCC1
 : -3	-8	-1	-2	-13	-2	1	0.0	-1
CC1(C(=O)NS(=O)(=O)c2ccc(Br)cc2)CCN1C(=O)C1(c2ccccc2)CC1 (stereo not given)
 : -4	.	-16	.	-4	-13	0	0.1	6

Following part:
Every second line gives: CHRM1 agonist	CHO parental Ca	CHRM4 antagonist	OXTR potentiator	CHO-K1 Ca antag	M1 antag	CHRM4 agonist	CHO-K1 Ca ag	CHRM1 PAM
O=[N+]([O-])c1ccccc1OCCCN1CCc2ccccc2C1
 : -10	-26	7	-1	-6	5	1	0.5	-7
O=C(NN=C1C2CC3CC(C2)CC1C3)c1ccncc1
 : -2	2	4	-14	-9	-8	1	0.1	7
CCOC(=O)Cc1[nH]nc2c1C(c1cc(OC)ccc1OC)C(C#N)=C(N)O2 (stereo not given)
 : -4	-8	0	2	-17	-8	1	0.2	5
COc1ccc(S(=O)(=O)Nc2ccccc2C(=O)NCc2cccnc2)cc1
 : -6	-21	-20	-7	-13	-11	2	2.4	11
CCCCc1nnc(NC(=O)CCc2ccccc2)s1
 : 1	.	-12	.	3	-13	0	-0.2	15
Cc1cc(C)cc(NC(=S)NCc2ccc3[nH]c4c(c3c2)CCCC4)c1
 : -5	-9	-8	-8	0	5	0	0.1	-2
COc1ccc(-c2c(C)nc(N)nc2-c2ccc(OC)cc2O)cc1
 : -1	.	-12	.	5	0	1	-0.2	6

Not a hit list. Share with any hit: about 2.9%.
